# Screening results: PubChem, several laboratories
# FXIIa mix inh = human factor XIIa inhibitors, primary screen, biochemical, pooled compound mixtures, fluorogenic substrate; purified FXIIa; AID 684, 2007; Coagulation factor XII (Homo sapiens), P00748; inhibition, % at 5 µM; 62,000 tested, 0.2% active;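 also: 0% = enzyme without compound and 100% = no enzyme blank; some results filed as inactive read as strong as hits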
# Abs 340nm = compound light absorbance at 340 nm, profiling panel, artefact control, biochemical, MLSMR library, data from PS, PMK, MK assays. 65,000 tested, under 10 active. fold change at 10 µM. compound absorbance at 340 nm, fold over control;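 active = at 10 µM dose, initial 340 nm absorbance at least 2 fold that of control wells; inactive = change under 2 fold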;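 also: initial absorbance extrapolated from kinetic A340 decline of NADH oxidation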
# CatS block = inhibitors of human cathepsin S, biochemical, compound mixtures | P25774 | recombinant cathepsin S, AMC dipeptide fluorescence, pooled mixtures | inhibition, %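 (tested at 5 µM per compound within 10-compound mixtures)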 | 62,000 tested, 0.06% active | AID 501, 2006; in the data active = inhibition above about 32%, passing the limit was not always enough;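 also: 0% = enzyme without compound and 100% = blank without enzyme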
# Target sequence (P25774 115-331 limits assumed): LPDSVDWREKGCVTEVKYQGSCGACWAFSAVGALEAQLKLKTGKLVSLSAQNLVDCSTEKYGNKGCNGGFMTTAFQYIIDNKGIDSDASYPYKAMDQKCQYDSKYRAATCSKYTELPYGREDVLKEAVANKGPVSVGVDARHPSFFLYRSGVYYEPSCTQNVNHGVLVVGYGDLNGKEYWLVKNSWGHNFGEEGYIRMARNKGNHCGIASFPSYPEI
# CatG inh = human cathepsin G inhibitors, primary screen, biochemical, pooled compound mixtures, AMC fluorescence | inhibition, % at 5 µM (by protocol) | 62,000 tested, 0.2% active | P08311 | purified enzyme, AMC-tetrapeptide fluorescence | AID 581, 2007;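 active = inhibition above 20% in each of the two mixture wells holding the compound; inactive = inhibition of 20% or less in either well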;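 also: 0% = enzyme control without mixture and 100% = blank lacking enzyme; strong numbers were not always called active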
# Target sequence (P08311 21-244 limits assumed): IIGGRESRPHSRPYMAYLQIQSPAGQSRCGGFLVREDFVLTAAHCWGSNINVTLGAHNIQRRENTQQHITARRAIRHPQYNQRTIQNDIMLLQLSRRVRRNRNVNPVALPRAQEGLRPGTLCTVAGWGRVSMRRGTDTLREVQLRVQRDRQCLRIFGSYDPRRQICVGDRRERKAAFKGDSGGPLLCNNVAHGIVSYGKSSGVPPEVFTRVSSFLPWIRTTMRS
# C1s inh = complement C1s protease inhibitors, primary screen, biochemical, 10-compound mixtures. mean inhibition % of two 10-compound mixtures (hits give high values), % at 5 µM (by protocol). Complement C1s subcomponent (Homo sapiens), P09871. 62,000 tested, 0.16% active. purified C1s, fluorogenic AMC substrate, pooled mixtures. AID 538, 2006;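 active = inhibition above 20% in each of the two 10-compound mixture wells holding the compound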;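 also: 0% = enzyme wells lacking compound mixture and 100% = no-enzyme blank wells; some compounds called inactive have numbers as strong as hits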
# CatB mixtures = cathepsin B inhibitors from pooled compounds, primary screen, biochemical, compound mixtures, AMC fluorescence | 62,000 tested, 0.06% active | inhibition, %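 (ten-compound pools at 5 µM per compound and 50 µM total)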 | Purified cathepsin B, AMC dipeptide fluorescence; in the data active = inhibition above about 22%, passing the limit was not always enough;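 also: 0% = enzyme without compound and 100% = no enzyme blank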
# CatB block = human cathepsin B inhibitors, primary screen, biochemical, fluorogenic substrate; P07858; purified cathepsin B, fluorescence; inhibition, %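 (tested at 10 µM)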; 63,000 tested, 0.1% active; AID 453, 2006; in the data active = inhibition above about 21%;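 also: 0% = enzyme with no compound and 100% = no enzyme blank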
# CatL block = inhibitors of human cathepsin L, biochemical; Procathepsin L (Homo sapiens), P07711; purified cathepsin L, fluorogenic substrate, fluorescence; inhibition, %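 (tested at 10 µM)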; 58,000 tested, 0.17% active; in the data active = inhibition above about 45%;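 also: 0% = enzyme with no compound and 100% = no enzyme blank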
# Target sequence (P07711 114-288 limits assumed): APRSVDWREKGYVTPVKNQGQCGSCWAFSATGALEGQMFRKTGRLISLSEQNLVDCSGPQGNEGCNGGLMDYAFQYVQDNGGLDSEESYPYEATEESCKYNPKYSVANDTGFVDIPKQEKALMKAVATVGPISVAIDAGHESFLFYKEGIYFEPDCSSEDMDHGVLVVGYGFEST
# Target sequence (P07711 292-333 limits assumed): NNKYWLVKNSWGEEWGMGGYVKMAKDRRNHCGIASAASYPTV
# FXIa mix inh = FXIa protease inhibitors in compound pools, primary screen, biochemical, 10-compound mixtures; Coagulation factor XI (Homo sapiens), P03951; purified FXIa, fluorogenic substrate, pooled mixtures; inhibition, % at 5 µM; 62,000 tested, 0.19% active;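 also: each value is inhibition by a whole ten-compound pool holding the compound; 0% = enzyme with no mixture and 100% = wells lacking enzyme; strong numbers were not always called active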
# * = called active by the depositor; . = no result given. Rule as the data show it, unless noted: active = inhibition above about 20% (passing the limit was not always enough); inactive = the rest.
FXIIa mix inh	Abs 340nm	CatS block	CatG inh	C1s inh	CatB mixtures	CatB block	CatL block	FXIa mix inh	structure
4	1.1	0	-7	-13	1	2	6	2	Cc1ccc2[nH]c(=O)c(CN(CCc3ccccc3)C(=O)N3CCOCC3)cc2c1
3	1	2	4	-3	0	-4	12	12	CN(C)CC(=O)Nc1cc(C(F)(F)F)ccc1Cl
5	0.97	-8	-2	-1	5	-1	-3	0	c1ccc(Cn2nnnc2C(c2cccnc2)N2CCN(c3ccccc3)CC2)cc1 (stereo not given)
3	1.2	15	1	0	4	-3	-10	9	CC1(C)OC(C(=O)NC2CCCCC2)C(C(=O)NC2CCCCC2)O1 (stereo not given)
2	1	-3	1	-19	6	-2	-265	3	Cc1ccc2nc(-c3ccc(S(=O)(=O)N4CCOCC4)cc3)cn2c1
0	0.98	-2	12	4	-4	2	11	-2	CCn1c(SCC(=O)NC2CCCCC2)nnc1-c1cccs1
9	1	-29	3	-15	0	3	-5	2	Cc1nc2oc3c(NCC4CCCO4)ncnc3c2c2c1COC(C)(C)C2 (stereo not given)
2	1	-4	1	2	-2	0	-8	10	Cn1c(Cn2cnc3ccccc32)nnc1SCc1ccccc1
9	1	-7	-3	-4	-4	-4	-2	3	O=C(Nc1ccc2c(c1)OCCO2)C1CCN(S(=O)(=O)c2cccs2)CC1
2	1.1	.	13	17	14	1	-4	4	COc1ccc(NCC(=O)Nc2ccc(Cl)cc2C)c(OC)c1
8	1	17	17	16	6	6	5	9	COc1ccc2nc(NC(=O)CSc3nnc(-c4ccoc4C)n3C)sc2c1
11	1	-1	9	10	3	2	2	6	O=C(CCn1cccc1)NCCc1ccc(Cl)cc1
-6	1.1	9	8	12	2	4	.	3	C=CCOc1ccc(C2c3c(oc4ccccc4c3=O)C(=O)N2c2ccccn2)cc1OCC (stereo not given)
-5	1.1	-3	-15	-35	0	5	.	3	CCSc1nnc(NC(=O)C(Cc2ccccc2)n2cccc2)s1 (stereo not given)
-4	1	-1	2	4	-2	1	-8	10	Cc1ccc(-c2nnn(CC(=O)N(Cc3ccccc3)C(C(=O)NC3CCCC3)c3ccncc3)n2)o1 (stereo not given)
-19	0.98	11	4	-14	3	4	2	2	COc1cc(C(=O)NCCC(=O)NCCN2CCOCC2)cc(OC)c1OC
1	1	23	-1	-3	-1	0	19	5	Cc1ccc(Cl)cc1N1CCN(C(=O)c2cc3c(=O)n(C)c4ccccc4c3n2C)CC1
15	1	3	1	-16	-2	3	20	-7	CC(=O)c1ccc(NC(=O)CN2C(=O)COc3ccc(Cl)cc32)cc1
2	1	16	-6	-17	0	.	.	1	CCSc1n[nH]c(=O)[nH]c1=O
4	0.99	-2	-4	-12	-2	1	8	0	Cc1noc(C)c1COC(=O)CCc1nc2ccccc2c(=O)[nH]1
0	1	1	10	15	4	0	.	12	Cc1oc(-c2ccc(Cl)cc2)nc1CN1CCCC(C(=O)N2CCN(C(=O)c3ccco3)CC2)C1 (stereo not given)
3	1.1	1	0	1	3	-4	-6	6	COc1ccc2c(c1)[nH]c1c(=O)n(CCN3CCCC3)cnc12
4	1	-7	6	-16	4	-2	-6	0	CCCCn1c(NC(=O)c2ccc(F)cc2)c(C#N)c2nc3ccccc3nc21
8	1	53	7	5	-8	1	-2	0	Cc1ccc(C)c(S(=O)(=O)NCc2ccc(C(=O)N3CCN(C)CC3)cc2)c1

# A different layout for 13 compounds above.
SMILES | FXIIa mix inh | Abs 340nm | CatS block | CatG inh | C1s inh | CatB mixtures | CatB block | CatL block | FXIa mix inh
O=C(Nc1ccc2c(c1)OCCO2)C1CCN(S(=O)(=O)c2cccs2)CC1 | 9 | 1 | -7 | -3 | -4 | -4 | -4 | -2 | 3
COc1ccc(NCC(=O)Nc2ccc(Cl)cc2C)c(OC)c1 | 2 | 1.1 | . | 13 | 17 | 14 | 1 | -4 | 4
COc1ccc2nc(NC(=O)CSc3nnc(-c4ccoc4C)n3C)sc2c1 | 8 | 1 | 17 | 17 | 16 | 6 | 6 | 5 | 9
O=C(CCn1cccc1)NCCc1ccc(Cl)cc1 | 11 | 1 | -1 | 9 | 10 | 3 | 2 | 2 | 6
C=CCOc1ccc(C2c3c(oc4ccccc4c3=O)C(=O)N2c2ccccn2)cc1OCC (stereo not given) | -6 | 1.1 | 9 | 8 | 12 | 2 | 4 | . | 3
CCSc1nnc(NC(=O)C(Cc2ccccc2)n2cccc2)s1 (stereo not given) | -5 | 1.1 | -3 | -15 | -35 | 0 | 5 | . | 3
Cc1ccc(-c2nnn(CC(=O)N(Cc3ccccc3)C(C(=O)NC3CCCC3)c3ccncc3)n2)o1 (stereo not given) | -4 | 1 | -1 | 2 | 4 | -2 | 1 | -8 | 10
COc1cc(C(=O)NCCC(=O)NCCN2CCOCC2)cc(OC)c1OC | -19 | 0.98 | 11 | 4 | -14 | 3 | 4 | 2 | 2
Cc1ccc(Cl)cc1N1CCN(C(=O)c2cc3c(=O)n(C)c4ccccc4c3n2C)CC1 | 1 | 1 | 23 | -1 | -3 | -1 | 0 | 19 | 5
CC(=O)c1ccc(NC(=O)CN2C(=O)COc3ccc(Cl)cc32)cc1 | 15 | 1 | 3 | 1 | -16 | -2 | 3 | 20 | -7
CCSc1n[nH]c(=O)[nH]c1=O | 2 | 1 | 16 | -6 | -17 | 0 | . | . | 1
Cc1noc(C)c1COC(=O)CCc1nc2ccccc2c(=O)[nH]1 | 4 | 0.99 | -2 | -4 | -12 | -2 | 1 | 8 | 0
Cc1oc(-c2ccc(Cl)cc2)nc1CN1CCCC(C(=O)N2CCN(C(=O)c3ccco3)CC2)C1 (stereo not given) | 0 | 1 | 1 | 10 | 15 | 4 | 0 | . | 12

# Additional structures
FXIIa mix inh	Abs 340nm	CatS block	CatG inh	C1s inh	CatB mixtures	CatB block	CatL block	FXIa mix inh	structure
-27	1.1	9	1	-4	1	2	.	7	O=C(C1CCCN(S(=O)(=O)c2cccc3cccnc23)C1)N1CCc2ccccc21 (stereo not given)
7	1	-40	8	-7	4	1	7	-8	Cc1nc(-c2ccc(NC(=O)c3cccs3)cc2)cs1
1	1	-4	-4	-55	-3	-1	7	-5	O=C(CSc1nnc(COc2ccc(Cl)cc2)n1Cc1ccco1)c1ccccc1F
1	1	11	-17	-4	8	5	-1	-1	CC(C)NC(=O)c1nc2ccccc2s1
5	1	0	13	2	0	0	10	1	CCOc1cccc(CN2CCN(c3cccc(C(F)(F)F)c3)CC2)c1O
-11	1	5	-1	4	0	-3	-2	-1	CCOC(=O)c1sc2ncn(CC(=O)N(CC)CC)c(=O)c2c1C
1	1	-8	-1	3	3	-4	-3	4	c1n[nH]c(NC2=NCCC2)n1
12	0.99	-2	3	-8	1	7	.	0	Cc1n[nH]c(C)c1CCc1nc2c3ccccc3nc(SCC(N)=O)n2n1

# Only part of the results is shown; the hit share may differ from the screen's.
